Screening results from PubChem.
SNCA expr inh: Primary qHTS assay for inhibitors of alpha-synuclein gene (SNCA) expression. HEK-293 SNCA-luciferase knock-in, luminescence, 24 h. Potency, µM (top dose mostly 57.2 µM), for the others: at the top dose activity change, negative = inhibition, actives largely listed as inhibitors. hit rate 0.17% among 140,000. AID 1671194, 2021;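 also: potency is read from the fitted curve at half-maximal effect; plate controls were DMSO cells for no effect and cell-free wells for full effect; nearly all actives have a fitted effect of over 45% in size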
GPT2 inhibitor: Primary qHTS assay for inhibitors of Glutamate pyruvate transaminase 2 (GPT2). Alanine aminotransferase 2 (Homo sapiens), Q8TD30. Recombinant GPT2, coupled pyruvate oxidase/HRP Amplex Red fluorescence. Potency, µM (doses to about 57.7 µM), without a hit: at the top dose activity change, negative = inhibition, actives largely listed as inhibitors. hit rate 0.25% among 100,000. AID 1671188, 2021; also: potency is read from the fitted curve at half-maximal effect; nearly all actives have a fitted effect of over 60% in size; many of its hits are not listed in these tables
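Fluorescence of coupled pyruvate oxidase/HRP/Amplex Red system (50uM Amplex, 30 min, dark) reports pyruvate formed by GPT2. Enzyme reaction: 10ng/uL GPT2, 2mM L-alanine, 250uM a-KG, 30 min room temperature, pH 7.5; 50uM AOA control.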
HEK cytotox: Cytotoxic Profiling in HEK 293 Cell Line of Diverse Libraries Using Quantitative High-Throughput Screening. Potency, µM (doses to about 115 µM), without a hit: top-dose activity change, negative = cytotoxicity, most hits filed as inhibitors. AID 1345083, 2018. HEK 293 viability, ATP luminescence (CellTiter-Glo), 48-72 h. hit rate 6.6% among 94,000; also: potency is read from the fitted curve at half-maximal effect; nearly all actives have a fitted effect of over 60% in size
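qHTS cytotoxicity; HEK 293, 250 cells/well; compound pinned; 48 or 72 hr, 37 degree Celsius, 5% CO2, 95% humidity; CellTiter-Glo, 10 min RT; luminescence (ATP).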
NIH3T3 tox: Cytotoxic Profiling in NIH 3T3 Cell Line of Diverse Libraries Using Quantitative High-Throughput Screening; NIH 3T3 viability, CellTiter-Glo ATP luminescence, 48-72 h; Potency, µM (titrated, usually from 96.7 µM), for inactives: at the top dose activity change, negative = cytotoxicity, hits mostly inhibitors; hit rate 4.3% among 94,000; AID 1345082, 2018; also: potency is read from the fitted curve at half-maximal effect; nearly all actives have a fitted effect of over 55% in size
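Mouse fibroblast NIH 3T3 cells, 400 per well, received compound via pintool and were incubated for 48 or 72 hr prior to CellTiter-Glo ATP luminescence measurement.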
FLuc inh: Firefly luciferase inhibition profiling of diverse chemical library using quantitative high-throughput screening | Potency, µM (series often up to 115 µM), inactives show at the highest dose activity change, negative = inhibition, most hits filed as inhibitors | AID 1347043, 2019 | purified P. pyralis luciferase, luminescence, biochemical | hit rate 2.5% among 76,000 | Luciferin 4-monooxygenase (Photinus pyralis), P08659; also: potency is read from the fitted curve at half-maximal effect; nearly all actives have a fitted effect of over 65% in size
Target sequence (P08659 whole entry, looked up): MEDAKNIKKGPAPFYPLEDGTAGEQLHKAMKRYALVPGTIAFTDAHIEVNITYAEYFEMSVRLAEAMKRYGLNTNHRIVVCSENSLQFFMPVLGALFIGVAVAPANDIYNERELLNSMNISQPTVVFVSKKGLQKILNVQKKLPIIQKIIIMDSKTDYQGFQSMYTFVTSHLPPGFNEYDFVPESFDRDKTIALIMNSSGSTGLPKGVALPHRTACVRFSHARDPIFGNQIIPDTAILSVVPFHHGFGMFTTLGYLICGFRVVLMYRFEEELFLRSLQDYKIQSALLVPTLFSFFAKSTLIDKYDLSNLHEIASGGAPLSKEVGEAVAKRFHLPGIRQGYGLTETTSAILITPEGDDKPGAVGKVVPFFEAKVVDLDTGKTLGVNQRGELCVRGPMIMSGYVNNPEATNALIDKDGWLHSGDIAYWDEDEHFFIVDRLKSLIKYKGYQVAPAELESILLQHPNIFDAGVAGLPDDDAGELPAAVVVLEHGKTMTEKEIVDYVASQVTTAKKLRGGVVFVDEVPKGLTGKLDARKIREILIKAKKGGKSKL
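Purified P. pyralis luciferase (10nM final) in 50mM Tris acetate pH 7.5, 10mM Mg acetate, 0.01% Tween-20, 0.05% BSA with 10uM D-luciferin and 10uM ATP. Compounds titrated qHTS. Luminescence imaged on CCD.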
SNCA viab count: GF-AFC viability counterscreen for inhibitors of alpha-synuclein gene (SNCA) expression | HEK-293-SNCA-luc viability, GF-AFC fluorescence, 24 h | Potency, µM (highest dose often 57.1 µM), for inactives: at the top dose activity change, negative = cytotoxicity, usual class: cytotoxic | hit rate 0.12% among 150,000;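 also: potency is read from the fitted curve at half-maximal effect; 0% = DMSO-treated cells and -100% = medium-only wells without cells; nearly all actives have a fitted effect of over 30% in size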
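HEK-293-SNCA-luc cells (1500/well) plated 24 h, then exposed 24 h to a dilution series; GF-AFC added 30 min at 37C, fluorescence 405/540 nm; normalised to medium-only and DMSO wells, Hill fit.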
IP6K1 inhibitor: Primary qHTS assay for small molecule inhibitors of Inositol hexaphosphate kinase 1 (IP6K1) | Inositol hexakisphosphate kinase 1 (Homo sapiens), Q92551 | IP6K1 kinase, ADP-Glo luminescence, 2 h; stronger effect = lower value | activity change, % (series mostly up to about 58 µM) | hit rate 0.81% among 140,000; in the data active = activity change below about -25%
Target sequence (Q92551 whole entry, looked up): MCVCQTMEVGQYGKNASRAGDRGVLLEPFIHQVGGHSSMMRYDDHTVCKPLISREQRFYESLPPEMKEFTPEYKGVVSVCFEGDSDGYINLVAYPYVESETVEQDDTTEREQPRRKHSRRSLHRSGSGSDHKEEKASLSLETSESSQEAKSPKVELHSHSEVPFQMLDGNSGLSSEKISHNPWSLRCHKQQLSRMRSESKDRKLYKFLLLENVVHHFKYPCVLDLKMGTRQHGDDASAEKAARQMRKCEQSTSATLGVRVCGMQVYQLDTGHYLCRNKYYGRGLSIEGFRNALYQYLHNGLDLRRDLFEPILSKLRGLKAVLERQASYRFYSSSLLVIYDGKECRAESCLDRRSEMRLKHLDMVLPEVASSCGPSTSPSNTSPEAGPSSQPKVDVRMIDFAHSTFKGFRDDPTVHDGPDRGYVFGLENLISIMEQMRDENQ
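ADP-Glo luminescence measures ADP made by human IP6K1 during a 2 h RT reaction with ATP/IP6 (mix at 1.3 mM/130 uM); top library doses 57.5 and 19.1 uM final.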
Starred values were filed as active, the others as inactive; i = inactive; ? = inconclusive; / = not tested or not shown; & = joins results of further samples; ! = repeats disagree; [ ] = remark or other dose. Unless noted, calls follow the shape of the dose curve; as a rule, active = well fitted curve in the direction sought with a large enough effect; inconclusive = small, poorly fitted or top-dose-only effect, or another doubt; inactive = no such curve, though single readings can be large; an effect the other way counts as inactive or inconclusive. Unless noted, % is scaled to controls: 0 for no effect and ±100 for the full control effect. Not all compounds are listed, so the mix of outcomes need not match the whole.

Second line of a record: SNCA expr inh, GPT2 inhibitor, HEK cytotox, NIH3T3 tox, FLuc inh, SNCA viab count, IP6K1 inhibitor
O=C1[C@@H]2C[C@@H](CN2C(=O)C2CCOCC2)Oc2ccccc2N1Cc1ccccn1
 : -6%[87.6 µM], 0%[88.5 µM], -1%[172 µM], 4%[138 µM], 1%[172 µM], 2%[87.6 µM], 15
O=C1c2[nH]nc(-c3ccccc3O)c2C(c2ccc(Cl)cc2)N1Cc1ccco1 (centres undefined)
 : ?, /, /, /, /, ?, 6
O=C1CC(c2ccccc2)N(Cc2ccncc2)CCCN(C(=O)c2ccco2)CCN1 (centres undefined)
 : 17%, -14%, 1%, -17%, -3%, 1%, 3
COc1cccc(C(=O)NC(C(=O)N2CCCCC2)C2CCN(C(=O)c3ccc(Cl)cc3)CC2)c1 (centres undefined)
 : -2%, i, ?, -20%, -11%, -13%, 11
Cc1[nH]c2ccccc2c1SCCNC(=O)c1ccccc1F
 : -20%, /, /, /, /, -4%, -3
CCCN1CCC[C@H]1c1nc(-c2ccc(NCCOC)nc2)no1
 : 7%[87.6 µM], i, -15%[172 µM], -9%[138 µM], 1%[172 µM], 3%[87.6 µM], -13
CN(C(=O)CCc1ccc2c(c1)OCO2)C1CCCN(C2Cc3ccccc3C2)C1 (centres undefined)
 : -7%, 2%, ?, -25%, -4%, 3%, 12
COCCNC(=O)c1ccc2nccn2c1
 : 22%[87.6 µM], 1%[88.5 µM], 3%[230 µM], i, -2%[230 µM], 2%[87.6 µM], -2
CCCn1ccnc1-c1c(-c2ccccc2)ncn1CCCC(=O)OC
 : -17%, i, ?, -26%, ?, 2%, 12
Cc1nn(C)c(C)c1S(=O)(=O)NC1CCc2nn(CC3CC3)c(=O)n2CC1 (centres undefined)
 : 5%, i, -1%, 1%, 6%, 8%, 3
O=C(O)CCC1CCCN(S(=O)(=O)c2cccc(F)c2)C1 (centres undefined)
 : -15%, -10%, 7%, -2%, 3%, 3%, 12
CC1CCC2(C(=O)OC3OC(CO)C(O)C(O)C3O)CCC3(C)C(=CCC4C5(C)CC(O)C(O)C(C)(C(=O)O)C5CCC43C)C2C1(C)O (centres undefined)
 : /, i, /, /, /, -1%[23.9 µM], 24
CCOCCn1cnc2sc(C(=O)Nc3ccccc3C(=O)OC)c(C)c2c1=O
 : -4%, /, /, /, /, 6%, 13
COc1cccc(-c2c(C(=O)NCc3ccc(Cl)cc3)nc3sccn23)c1
 : -4%, i, ?, ?, /, -16%, -13
O=C(NCC1COc2ncncc2C(=O)N1Cc1ccccc1)c1ccn[nH]1 (centres undefined)
 : 1%[87.6 µM], i, -27%[172 µM], ?, -2%[172 µM], -5%[87.6 µM], 10
COc1ccc(N(C(=O)c2ccccc2F)S(=O)(=O)c2ccc3c(c2)n(C)c(=O)n3C)cc1
 : 29%, /, /, /, /, -1%, 13
CCN(CC)C(=O)c1ccc2c(c1)N(Cc1ccccc1F)C(=O)c1ccccc1S2=O (centres undefined)
 : -1%, /, /, /, /, 0%, 32
NC(=Nc1ccccc1)Nc1ccccc1
 : -15%[25.6 µM], -7%[88.5 µM], /, /, /, 1%[23.9 µM], 23&21
CC(C)CNc1nccc(C2(c3ccccc3Cl)CCNCC2)n1
 : 13%, i, 25µM*, 28µM*, -2%, -14%, 9
COc1ccc2c(c1)c(=O)c(C(=O)c1ccc(F)cc1)cn2CC(=O)Nc1ccc2c(c1)OCO2
 : -6%, /, /, /, /, -12%, -3
Cn1cc(CN[C@H]2C[C@H]3C(=O)NC[C@@H](CCC(=O)NCc4ccccc4)N3C2)c2ccccc21
 : 8%, 4%, -29%, -20%, 11%, 2%, -5
CCN1CCN(C(=O)CC2CCCN(c3cnn(CC4CC4)c(=O)c3)C2)CC1 (centres undefined)
 : -17%, i, -11%, ?, 12%, -4%, 36
CC(C)(C)CN1CCC2(CC1)CN[S+](=O)([O-])c1cccnc1O2
 : -27%, -7%, i, i, /, 8%, -5
Cc1ccc(CN2CCc3nc(SCC(=O)Nc4cccc(C)c4C)[nH]c(=O)c3C2)cc1
 : -4%, /, /, /, /, -1%, -1
CC(C)OCCCNc1nc2c(S(=O)(=O)c3ccc(Br)cc3)nnn2c2ccccc12
 : 5%, i, -15%, -30%, /, 1%, 14
Cc1cccc(C)c1OCC(=O)NCC1(N2CCOCC2)CCCCC1
 : 23%, /, /, /, /, ?, -3
O=C(c1ccccc1Cl)N1CCC(n2cc(-c3nc(-c4ccccc4)no3)nn2)CC1
 : 96%[activator], i, ?, -24%, -2%, -6%, 21
CC(C)Oc1ccc2c(NC(=O)c3cccnn3)nn(CC(F)(F)F)c2c1
 : ?, -9%[11.5 µM], ?, ?, 6%, -1%, 0
C[C@]1(CO)[C@H]2Cc3sc(-c4ccccc4)nc3[C@@H](CC(=O)O)[C@]2(C)CC[C@H]1O
 : 0%[87.6 µM], -7%[88.5 µM], i, ?, 0%[172 µM], 2%[87.6 µM], -1
O=C(NCc1cccs1)c1ccc2c(c1)sc1nc(-c3ccccc3)cn12
 : 143%[activator], /, /, /, /, -16%, -25*
Cn1ncc2c(C(=O)NCCc3ccc(Cl)cc3)cc(-c3ccccc3C(F)(F)F)nc21
 : /, /, 40µM*, 32µM*, /, /, -2
O=[S+]([O-])(NC1CCCN(c2ccnc3ccnn23)C1)c1cccc(C(F)(F)F)c1 (centres undefined)
 : -13%, i, ?, ?, /, -16%, 17
COc1cccc(CNC(=O)c2cc(-c3cc(Cl)cc(Cl)c3)c3nncn3n2)c1
 : -5%, -5%, -2%, -16%, /, -1%, -3
Cc1cccc(N2CCN(Cc3cc(=O)oc4cc(C)ccc34)CC2C)c1 (centres undefined)
 : 1%, /, /, /, /, 2%, -8
Cc1ccc(NC(=O)N2C[C@@H](F)C[C@H]2C(=O)N2CCCCC2)cc1C
 : 23%, -9%, 7%, i, 1%, -4%, 17
Cc1cc(C)cc(NC(=O)CSc2ccc(-c3cccs3)nn2)c1
 : 5%, /, /, /, /, 2%, 17
COc1ccc(C(=O)N2C[C@@H]3C[C@H](C2)c2c(NC(=O)c4cncnc4)ccc(=O)n2C3)cc1
 : 5%, 1%, -1%, -7%, -4%, -2%, -3
Fc1ccc2c(c1)NC(c1ccncc1)=NC(c1cccs1)=N2
 : -22%, /, /, /, /, -3%, -20
O=C(Nc1cccnc1)N1CCOC[C@H](Oc2ccc(C(F)(F)F)cc2)C1
 : -4%[87.6 µM], 1%[88.5 µM], ?, -10%[138 µM], -13%[172 µM], 3%[87.6 µM], 0
O=C(C1CCN(C(=O)N2CC3CC(C2)[C@H]2CCCC(=O)N2C3)CC1)N1CCOCC1 (some centres undefined)
 : -22%, i, 13%, i, -6%, -6%, 34
O=C(CCC1CCCC1)N1CCC2(CC1)CC(O)CCO2 (centres undefined)
 : 26%, -2%, 2%, -5%, -9%, 12%[12.5 µM], -14
COCCn1cc(C(=O)NCCCOC(C)C)c2c3ccccc3n(C)c2c1=O
 : 7%, /, /, /, /, 2%, -23
COc1ccc(-c2ccnc(-c3nnc(C)n3CCN3CCOCC3)c2)cc1OC
 : 1%[87.6 µM], i, -25%[172 µM], 100µM*, 14%[172 µM], 4%[87.6 µM], -14
COc1ccccc1-c1ccc(CN2CCCC(c3nc4ccc(C)cc4c(=O)[nH]3)C2)cc1 (centres undefined)
 : -36%&-6%, -15%, 18µM*, 28µM*!, -4%, -28%&-9%, 23&-6
Cn1nccc1CN1CC(Oc2ccc(F)c(F)c2)C1
 : 25%[87.6 µM], ?, ?, -30%[138 µM], -5%[172 µM], 11%[87.6 µM], 16
O=C(CN1CCOC1=O)N1CCC2(CCC(=O)N(CCCn3ccnc3)C2)CC1
 : 4%, 2%, -15%, -13%, 4%, 5%, 5
CCN(CC)C(=O)Cn1c(=O)n(CCCCCC(=O)NCc2ccccc2)c(=O)c2sccc21
 : -16%, /, /, /, /, 3%, 25
COc1ccc(C(=O)N2CC(=O)N(Cc3ccco3)CC(O)C2)cc1OC (centres undefined)
 : /, /, -2%, ?, /, /, 0
COCCOC1CCN(C(=O)c2c[nH]c3ccccc23)CC1
 : 5%, i, -25%, 4%, -4%, 7%[12.5 µM], 22
Cn1c(SCc2ccccc2Cl)nc(=O)c2c1NC(=O)CC2c1cc(F)ccc1F (centres undefined)
 : -3%, /, /, /, /, 4%, 0
O=C(O)CCC(=O)N1CCC(N(Cc2ccccc2)C2CCOCC2)CC1
 : 9%, i, 5%, -9%, 8%, -8%, -5
Cc1ccc(C)c(C(=O)N2[C@@H]3CC[C@H]2CC(NC(=O)c2cnc(C)cn2)C3)c1 (some centres undefined)
 : 12%, -11%, -6%, -27%, 1%, 9%, -1
CN1CCN(c2ncnc3c2CN(C2CCC2)C(=O)CN3C)CC1
 : 4%[87.6 µM], i, -9%[172 µM], ?, /, 10%[87.6 µM], 7
NCCN1C(=O)CO[C@H](c2ccc(NC(=O)NCc3ccccc3)cc2)[C@H]1CO
 : 6%[87.6 µM], 3%[88.5 µM], 3%[172 µM], ?, -2%[172 µM], 3%[87.6 µM], 5
CC1=C(C(=O)Nc2ccc(C)cc2C)C(c2cc(Br)ccc2F)n2ncc(C(=O)Nc3ccc(C)cc3)c2N1 (centres undefined)
 : -9%, /, /, /, /, 2%, -2
C=CCCOC(=O)N1CCC(=O)N(CC)C[C@H]2COc3cc(OC)ccc3[C@H]21
 : /, /, 5%, ?, /, /, 0
Cc1ccc(C(=O)N2C3CCCC2CC(=O)C3)cc1
 : -13%[87.6 µM], -11%[88.5 µM], -2%[172 µM], -21%[138 µM], -10%[172 µM], -5%[87.6 µM], 19

Retrieved by compound from above (2):
Second line of a record: SNCA expr inh, GPT2 inhibitor, HEK cytotox, NIH3T3 tox, FLuc inh, SNCA viab count, IP6K1 inhibitor
O=C(O)CCC(=O)N1CCC(N(Cc2ccccc2)C2CCOCC2)CC1
 : 9%, i, 5%, -9%, 8%, -8%, -5
Cn1nccc1CN1CC(Oc2ccc(F)c(F)c2)C1
 : 25%[87.6 µM], ?, ?, -30%[138 µM], -5%[172 µM], 11%[87.6 µM], 16
